# SDO1 yeast rescue = restores growth of sdo1-depleted yeast. S. cerevisiae sdo1-depleted JHY4D growth rescue, OD600 30 h; active compounds read high; pdr5 snq2 efflux-pump mutant strain. z-score at 10 µM. actives 0.21% (n = 140,000);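 active means z-score above 3 at both the 24 hr and the 30 hr optical density reads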;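 further: z-score against mean and SD of all compound wells on the same plate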
# INS promoter inh = TRM-6 insulin promoter activity inhibition; TRM-6 cells (human fetal islet line), insulin promoter-eGFP reporter, imaging; reporter expression induced with tamoxifen; inhibition, % at 2 µM; actives 0.9% (n = 130,000);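 active means inhibition above the mean plus 3 SD, with well images judged a real hit on visual review, cut at about 60% in these data, passing the limit was not always enough; inconclusive means inhibition over the cutoff but images rejected on review; inactive means inhibition not above the cutoff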
# SDO1 yeast rescue Rescue 24 h = also measured in SDO1 yeast rescue; calls as there; z-score; S. cerevisiae sdo1-depleted JHY4D growth rescue, OD600; measured here: growth rescue at 24 h;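 0 is the plate mean of compound wells and units are plate SD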
# Starred values were filed as active, the others as inactive; ? = inconclusive; . = not tested or not shown; [ ] = dose if it differs, or a comment.
SMILES,SDO1 yeast rescue,SDO1 yeast rescue Rescue 24 h,INS promoter inh
COc1ccccc1-c1nc2n(n1)C(c1ccccc1Cl)C(C(N)=O)=C(C)N2 (stereo unspecified),0.3,-0.01,.
COc1cc2[nH]c3c(N4CCN(c5ccccn5)CC4)ncnc3c2cc1OC,-0.08,-0.04,-93
CCc1ccc(OCC(=O)NC(NC(=S)Nc2ccc(C)cc2C)C(Cl)(Cl)Cl)cc1 (stereo unspecified),-0.08,0.03,.
CC(C)Oc1ccc(C(CC(=O)NCCCN(C)C)c2ccc(F)cc2)cc1 (stereo unspecified),1.3,1.6,17
CCOC(=O)CCSCC(=O)N1N=C(c2cccs2)CC1c1ccc(C)cc1 (stereo unspecified),-0.42,-0.57,.
COC(=O)c1c(-c2ccc(OC)c(OC)c2)csc1N,0.93,1,80*
COc1ccc(CC(=O)NNC(=O)c2ccoc2C)cc1OC,0.03,-0.59,13
CCN1C(=O)N(C)C2(c3ccccc3)N(C)C(=O)N(C)C12c1ccccc1 (stereo unspecified),-0.49,-1.7,.
Cc1ccc(CCNC(=O)CN2CCN(Cc3ccccc3F)C2=O)cc1,0.47,0.4,16
CC(=O)N1CCN(Cc2nc(C(c3ccccc3)c3ccccc3)no2)CC1,.,.,-14

# One compound at a time, as listed above. Values in the order: SDO1 yeast rescue, SDO1 yeast rescue Rescue 24 h, INS promoter inh
# Shown for Cc1ccc(CCNC(=O)CN2CCN(Cc3ccccc3F)C2=O)cc1 → 0.47, 0.4, 16
# Shown for CCN1C(=O)N(C)C2(c3ccccc3)N(C)C(=O)N(C)C12c1ccccc1 (stereo unspecified) → -0.49, -1.7, .

# Carrying on.
SMILES,SDO1 yeast rescue,SDO1 yeast rescue Rescue 24 h,INS promoter inh
CCOC(=O)CSc1cc(C)nc2ccc(OC)cc12,.,.,41
O=C(NCCC1=CCCCC1)c1coc(=O)c(Br)c1,-1.6,-0.77,2
Cc1c(O)ccc(C(=O)CN2CCN(Cc3ccc4c(c3)OCO4)CC2)c1O,-0.3,-0.76,.
CN1Cc2cccc3c2C(Cc2ccccc2S3)C1 (stereo unspecified),-0.24,-0.46,-72
C=CCC1(CC=C)CCCN1C(=O)CC1C(=O)NCCN1Cc1ccccc1OC (stereo unspecified),.,.,20
O=C(NNc1cccc(Cl)n1)c1c(F)cccc1F,.,.,27
Cc1csc(NC(=O)c2ccc3c(=O)n4c(nc3c2)CCCCC4)n1,0.01,-0.61,32
COc1ccc(-c2nnc(SC(=O)N3c4ccccc4Sc4ccccc43)o2)cc1,-0.13,0.62,.
CC(=O)c1cn(CC(=O)NCc2ccco2)c2ccccc12,0.26,-0.11,-31
Cc1cc2ncn(-c3ncnc4sc5c(c34)CCC(C)C5)c2cc1C (stereo unspecified),-1.7,-0.72,-10

# Of the compounds above, these have four or more nitrogen atoms.
SMILES,SDO1 yeast rescue,SDO1 yeast rescue Rescue 24 h,INS promoter inh
COc1ccccc1-c1nc2n(n1)C(c1ccccc1Cl)C(C(N)=O)=C(C)N2 (stereo unspecified),0.3,-0.01,.
COc1cc2[nH]c3c(N4CCN(c5ccccn5)CC4)ncnc3c2cc1OC,-0.08,-0.04,-93
CCN1C(=O)N(C)C2(c3ccccc3)N(C)C(=O)N(C)C12c1ccccc1 (stereo unspecified),-0.49,-1.7,.
CC(=O)N1CCN(Cc2nc(C(c3ccccc3)c3ccccc3)no2)CC1,.,.,-14
Cc1csc(NC(=O)c2ccc3c(=O)n4c(nc3c2)CCCCC4)n1,0.01,-0.61,32
Cc1cc2ncn(-c3ncnc4sc5c(c34)CCC(C)C5)c2cc1C (stereo unspecified),-1.7,-0.72,-10

# Further compounds.
SMILES,SDO1 yeast rescue,SDO1 yeast rescue Rescue 24 h,INS promoter inh
CC1CC(=O)Nc2ccc([N+](=O)[O-])cc2N1C (stereo unspecified),0.5,0.17,-57
COc1ccc(C2C(C(=O)N3CC(C)CC(C)C3)c3ccccc3C(=O)N2C)cc1 (stereo unspecified),-0.6,-1.1,-73
CSc1nsc(SC)c1NC(=O)N1CCCC1,0.15,1.3,0
Cc1cc(NC(=O)CSCC(=O)N(c2cccc(Cl)c2)C(C(=O)NC2CCCCC2)c2ccc(O)c(O)c2)no1 (stereo unspecified),0.72,-0.08,-29
CCOC(=O)c1sc(NC(=O)CSc2n[nH]c(CC(C)C)n2)nc1C,-0.62,-1.2,23
O=C(COC(=O)c1cccc(C(=O)OCC(=O)NCc2ccc(F)cc2)n1)NCc1ccc(F)cc1,1.3,-0.01,-113
CC1(C)N=C(c2ccccc2)C(=O)N1,-0.04,-0.13,-10
Cn1ccnc1SCC(=O)n1c2c(c3ccccc31)CCCC2,-0.79,-1,.
Cc1cc(C)c2nc3nc(C)cc(C)c3c(N)c2c1,-1.9,-1.7,.
O=C(NNC1CC(=O)N(c2cccc(Cl)c2)C1=O)c1cccnc1 (stereo unspecified),0.45,-0.22,.
O=C(O)C1C2CCC(O2)C1C(=O)Nc1ccc(F)cc1 (stereo unspecified),.,.,42
O=S(=O)(Nc1ccc(O)c(Sc2nc3ccccc3s2)c1)c1ccc(F)cc1,-1.1,-0.64,-3
CC(C)N1C(=O)CCC1C(=O)NCCc1ccccc1 (stereo unspecified),1.1,1.5,.
CC(=O)Oc1ccc2c(C)cc(=O)oc2c1C(=O)c1ccccc1,-0.67,-0.46,0
Cc1ccc(CNn2cnnc2SCC(=O)NC(C)(C)C)cc1,0.2,-0.62,7
O=C(O/N=C1\CCS(=O)(=O)c2sccc21)c1ccc(F)cc1,.,.,-9
O=C(/C=C/c1ccc(Cl)cc1)NCCc1ccccc1,0.17,0.93,.
CNC(=O)CN(c1cc(OCCOC)c(Cl)cc1Cl)S(=O)(=O)c1ccc(OC)cc1,.,.,-136
Cn1c(=O)cc(OCC(=O)NCCc2ccc(Cl)cc2)c2ccccc21,.,.,6
C=C(C)n1c(=O)[nH]c2ccccc21,0.37,0.18,.

# Four entries already listed, ordered by formula weight, ascending:
SMILES,SDO1 yeast rescue,SDO1 yeast rescue Rescue 24 h,INS promoter inh
CC(=O)Oc1ccc2c(C)cc(=O)oc2c1C(=O)c1ccccc1,-0.67,-0.46,0
Cc1ccc(CNn2cnnc2SCC(=O)NC(C)(C)C)cc1,0.2,-0.62,7
O=C(O/N=C1\CCS(=O)(=O)c2sccc21)c1ccc(F)cc1,.,.,-9
CNC(=O)CN(c1cc(OCCOC)c(Cl)cc1Cl)S(=O)(=O)c1ccc(OC)cc1,.,.,-136

# More records follow:
SMILES,SDO1 yeast rescue,SDO1 yeast rescue Rescue 24 h,INS promoter inh
OC(CNC1CCCCC1)CNC1CCCCC1,.,.,17
C=CCC1(N(C(C)=O)c2ccccc2C)CCCCC1,.,.,-14
O=C(N/N=C/c1cccnc1)C1CC1(c1ccccc1)c1ccccc1 (stereo unspecified),.,.,5
CCOC(=O)N1CCC(N2Cc3cccc(C(=O)O)c3C2=O)CC1,-0.03,-0.65,.
Cc1cc(Cl)c(S(=O)(=O)N2CCCCCC2)cc1OCC(N)=O,-0.17,0.09,-32
Cc1cc(C)cc(NC(=O)CSc2nnc(-c3ccc(S(=O)(=O)N4CCCC4)cc3)o2)c1,1,0.71,.
CN1C(=O)CSc2ccc(NC(=O)NCCC3=CCCCC3)cc21,-0.86,-1.1,39
Cc1cccc(NC(=O)C2(c3cccs3)CCOCC2)n1,0.33,0.55,.
Cc1cccc(NC(=O)/C(=C\c2cccs2)NC(=O)c2ccccc2)c1,-1.3,-1.3,33
COc1ccc(CCN=C(N)NS(=O)(=O)c2ccccc2)cc1,2.1,1.6,-31
CCCCC(CC)Cn1c2nc3ccccc3nc2c2c(=N)oc(C)nc21 (stereo unspecified),-1.6,-0.74,44
CC(=O)Oc1ccc2c(c1)OC(c1ccccc1)CC21CC(C)(C)NC(=S)N1 (stereo unspecified),-0.25,-0.12,7
O=C(O)CCc1ccc(-c2ccc(Br)cc2)o1,0.39,-0.06,23
CN(Cc1ccccc1)C(=O)Nc1ccccc1,0.12,0.38,48
C=CCn1c(-c2cccnc2)n[nH]c1=S,1.1,1.2,11
CC1CCC2(CC1)NC(=S)N(c1ccccc1)N2 (stereo unspecified),0.11,0.04,38
CC(=O)Nc1cc(ON=C(C)C)cc([N+](=O)[O-])c1,0.76,0.51,-193
CCOc1ccc(NC2CCN(C(C)=O)CC2)cc1,-0.62,-0.81,.
Cc1ccc(S(=O)(=O)N2CCCC(C(=O)Nc3ccc(NC(=O)c4ccccn4)cc3)C2)cc1 (stereo unspecified),-0.12,0.62,?
COc1ccccc1CN(Cc1nc2ccccc2c(=O)[nH]1)C(=O)Nc1ccccc1,-1.7,-0.95,-68
O=C(O)CCCCCCCCCCCc1ccccc1,.,.,20
Cc1ccc(-c2cc3nc(-c4ccc(Br)cc4)cc(N)n3n2)cc1,-0.06,0.38,-48
COC(=O)c1c(C(=O)OC)c2oc3ccccc3n2c1Cl,0.36,0.73,-3
CCCCCCOC(=O)/C=C/c1c(C)[nH]c(=O)[nH]c1=O,1.2,0.99,-30
COCCn1c(=NC(=O)C2COc3ccccc3O2)sc2cc(S(N)(=O)=O)ccc21 (stereo unspecified),1.3,1.2,-23
Cn1c(C(O)c2ccc3c(c2)OCO3)nc2ccccc21 (stereo unspecified),0.31,-0.47,77*
CCN(CC)S(=O)(=O)c1cccc(-c2nnc(SCC(=O)N3CCC(C(=O)O)CC3)n2N)c1,.,.,6
O=C(Cn1c2c(c(-c3ccccc3)cc1=O)CCCC2)N1CCCCCC1,-0.82,-0.27,55
Clc1ccc(C2=Nn3c(nnc3-c3n[nH]c4c3CCC4)SC2)cc1,-1.4,-1.1,-108
O=C(Nc1ccc(O)cc1C(=O)O)c1cccc(Br)c1,0,-0.34,.
Cc1ccc(N2C(=O)C(CN(C)C)C2c2ccccc2)cc1 (stereo unspecified),0.82,0.05,32
CCOC(=O)c1c(C)n(OC)c2ccc3c(no[n+]3[O-])c12,-0.66,-0.91,53
COC(=O)N/N=C/c1c(C)c(C(=O)c2ccc(F)cc2)n2ccccc12,-1.6,-1.5,-27
COc1cc(C)ccc1OCCCOc1c(Cl)cccc1Cl,-0.28,-0.27,-19
Cn1c(=O)[nH]c(=O)c2c1nc1n2CCN1Cc1ccccc1,0.5,0.72,30
O=S(=O)(NCc1ccccc1)c1cnc[nH]1,0.11,-0.28,-52
COc1ccc(-n2c(SCC(=O)C(C)(C)C)nc3ccsc3c2=O)cc1,.,.,68
O=C1CC(c2ccco2)Cc2c1cnn2-c1nc2ccccc2s1 (stereo unspecified),-0.13,0.54,50
Cc1ccc(CSc2ncnc3c2cnn3-c2ccc(C)cc2)cc1,0.37,0.46,-3
CC1Cc2cccc3c(O)c(C(=O)c4nn[nH]n4)c(=O)n1c23 (stereo unspecified),0.55,-0.34,33
Cc1cccc(N2CCN(C(=O)Cn3cccc3)CC2)c1C,0.11,-0.48,.
COCCOC(=O)C1=C(C)NC(=O)NC1c1cn(-c2ccccc2)nc1-c1cccs1 (stereo unspecified),1.2,2.9,14
CCOC(=O)C1CCN(C=Nc2cc(C)on2)CC1,-0.35,0.84,.
O=C(CSc1nnc(-c2cccs2)n1-c1ccccc1)Nc1ccccc1,-0.18,0.9,.
Cc1cccc(OCc2nnc(SCC(=O)N3CCCC3)n2C)c1,0.2,-0.76,26
CN1CCN(c2ccc(NC(=O)c3cccs3)cc2)CC1,.,.,50
Cc1cccc(C(=O)N2CCCN(C(=O)c3cccc(C)c3)CC2)c1,0.84,1.2,-3
Cc1ccc(SCCC(=O)NC(C)C)cc1,0.93,0.15,2
CCc1ccc(C2(C)SC(NC(C)=O)=NN2C(C)=O)cc1 (stereo unspecified),-0.38,-0.27,14
Clc1ccc(-c2nnc(SCc3nc4ccccc4[nH]3)o2)c(Cl)c1,-1.3,-0.63,62

# Rewritten with two lines to a compound: 2 of the compounds above.
# Every second line gives: SDO1 yeast rescue	SDO1 yeast rescue Rescue 24 h	INS promoter inh
- Cc1cccc(N2CCN(C(=O)Cn3cccc3)CC2)c1C
 : 0.11	-0.48	.
- COCCOC(=O)C1=C(C)NC(=O)NC1c1cn(-c2ccccc2)nc1-c1cccs1 (stereo unspecified)
 : 1.2	2.9	14

# (more compounds)
SMILES,SDO1 yeast rescue,SDO1 yeast rescue Rescue 24 h,INS promoter inh
COc1ccc(-c2nnc(-c3ccc(Br)o3)o2)cc1OC,-0.16,1.4,15
C/C(=N\NC(=S)Nc1ccc(F)cc1)c1ccc2c(c1)OCCO2,-0.7,-0.29,-7
Cc1ccc(SCCC(=O)NCc2ccccn2)cc1,.,.,-33
COc1ccc(N2CCN(C(c3cccs3)C(C)NC(=O)c3ccco3)CC2)cc1 (stereo unspecified),-2,-1.1,-16
O=C(NCc1ccccc1Cl)c1cnc2n(c1=O)CCS2,-0.38,-0.79,.
Cc1cccnc1NC(=O)C1c2ccccc2Oc2ccccc21,-0.18,-0.08,-90
CCN(CC)CCN1C(=O)C(=O)/C(=C(/O)c2cnn(-c3ccccc3)c2C)C1c1cccnc1 (stereo unspecified),1,0.99,67
O=C(O)c1cc2ccccc2c(=O)s1,-0.21,-0.74,11
Cc1ccc(-c2nc3ncccn3c2NC(=O)C2CC2)cc1,0.42,-0.09,-16
CCC(C)C(NC(=O)c1ccccc1NC(=O)c1ccco1)C(=O)O (stereo unspecified),0.64,0.54,-37
Cc1cc(C)cc(NC(=S)NCc2ccc(S(N)(=O)=O)cc2)c1,.,.,20
Cc1nc2sc(C(c3ccc(Cl)cc3)N3CCN(C(=O)c4ccco4)CC3)c(O)n2n1 (stereo unspecified),-0.79,-1.9,.
O=C(O)CN(Cc1ccco1)S(=O)(=O)c1ccc(F)cc1,1.7[13.7 µM],0.88,-11
CC(C)Sc1nc(C(F)(F)F)cc(=O)n1-c1ccccc1,-0.44,-0.13,39
CCCNC1=C(N(C(C)=O)c2cccc(F)c2)C(=O)c2ccccc2C1=O,-1.7,-0.91,36
COn1c(SC(C)C)nc2ccccc2c1=O,-0.56,0.35,31

# From PubChem BioAssay
